NR5A2 inv ag: LRH-1 (NR5A2) inverse agonists, primary screen, cell-based, luminescence, HEK293T, StAR-luciferase reporter; actives 0.13% (n = 360,000); inhibition, % at 3.6 µM; LRH-1 transfected, 24 h; AID 602396, 2012;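 active means inhibition above the mean inhibition of all tested compounds plus 3 SD, cut at about 73% in these data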;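 further: 0% = DMSO wells and 100% = reporter-only cells lacking LRH-1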
TWEAK Fn14 block: inhibitors of TWEAK-Fn14 signaling, primary screen, luciferase reporter cells, uHTS; TWEAK-stimulated Fn14 reporter cells, luciferase luminescence, 8 h; inhibition, % at 10 µM; actives 2% (n = 360,000); AID 1159606, 2016; in the data active means inhibition above about 50%
TRAIL sens C8: viability loss with TRAIL in NB7+C8 cells, primary screen, TRAIL sensitizer project, cell-based, ATPlite luminescence; inhibition (viability loss, TRAIL sensitization), % at 10 µM; actives 1% (n = 360,000); AID 624354, 2012;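 active means compounds causing at least 50% loss of cell viability in the single-dose screen, relative to plate controls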
NCOA3 inh: SRC3 coactivator transcriptional activity inhibitors, primary screen, cell-based, luminescence; Nuclear receptor coactivator 3 (Homo sapiens), Q9Y6Q9; HEK293 GAL4-SRC3 luciferase reporter; inhibition, % at 3.6 µM; actives 0.17% (n = 360,000);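 active means inhibition above a per-campaign cutoff, the mean of all compounds plus 3 SD, cut at about 60% in these data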;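 further: 0% = DMSO-treated cells and 100% = gossypol-treated cells at 36 µM; higher means less SRC3-driven luciferase light from the GAL4 reporter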
CF NFkB inh: inhibitors of PAF-induced NF-kB signaling, primary screen, cell-based, GFP fluorescence, uHTS; KKLEB NF-kB-GFP reporter, GFP fluorescence overnight; inhibition, % at 5 µM; actives 0.86% (n = 360,000);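 active means at least 50% inhibition at 5 µM, scaled per plate between neutral and stimulator controls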;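 further: PAF is a Pseudomonas aeruginosa culture filtrate used as stimulus; plate controls were PAF-stimulated DMSO wells for no effect and unstimulated DMSO wells for full effect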
EBV LMP1 NFkB: EBV LMP1-driven NF-kappaB luciferase reporter inhibitors, primary screen, cell-based, luminescence, single point; actives 0.69% (n = 350,000); AID 504558, 2011; inhibition, % at 12.5 µM; LMP1-induced NF-kappaB luciferase reporter cells; in the data active means inhibition above about 41%;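 further: 0% = neutral control wells and 100% = reference inhibitor control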
NR2F2 inh: NR2F2 transcriptional activity inhibitors, primary screen, cell-based, luciferase reporter, HEK293T, luminescence. COUP transcription factor 2 (Homo sapiens), P24468. HEK293T NGFI-A luciferase reporter. inhibition, % at 8.6 µM. actives 0.7% (n = 370,000);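 active means inhibition above a per-plate cutoff, mean inhibition of test wells between control levels plus 3 SD, cut at about 38% in these data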;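 further: cells cotransfected with COUP-TFII expression vector driving the NGFI-A reporter; 0% = median of COUP-TF2 test wells and 100% = reporter-only cells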
SRC1 inh: SRC1 coactivator transcriptional activity inhibitors, primary screen, cell-based, luminescence; Nuclear receptor coactivator 1 (Homo sapiens), Q15788; HEK293 GAL4-SRC1 luciferase reporter; inhibition, % at 3.6 µM; actives 0.12% (n = 360,000);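 active means inhibition above the campaign mean plus 3 SD, with each screening campaign given its own cutoff, cut at about 60% in these data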;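 further: 0% = DMSO treated cells and 100% = gossypol at 36 µM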
Target sequence (Q15788 whole entry, looked up, the tested form may be a part): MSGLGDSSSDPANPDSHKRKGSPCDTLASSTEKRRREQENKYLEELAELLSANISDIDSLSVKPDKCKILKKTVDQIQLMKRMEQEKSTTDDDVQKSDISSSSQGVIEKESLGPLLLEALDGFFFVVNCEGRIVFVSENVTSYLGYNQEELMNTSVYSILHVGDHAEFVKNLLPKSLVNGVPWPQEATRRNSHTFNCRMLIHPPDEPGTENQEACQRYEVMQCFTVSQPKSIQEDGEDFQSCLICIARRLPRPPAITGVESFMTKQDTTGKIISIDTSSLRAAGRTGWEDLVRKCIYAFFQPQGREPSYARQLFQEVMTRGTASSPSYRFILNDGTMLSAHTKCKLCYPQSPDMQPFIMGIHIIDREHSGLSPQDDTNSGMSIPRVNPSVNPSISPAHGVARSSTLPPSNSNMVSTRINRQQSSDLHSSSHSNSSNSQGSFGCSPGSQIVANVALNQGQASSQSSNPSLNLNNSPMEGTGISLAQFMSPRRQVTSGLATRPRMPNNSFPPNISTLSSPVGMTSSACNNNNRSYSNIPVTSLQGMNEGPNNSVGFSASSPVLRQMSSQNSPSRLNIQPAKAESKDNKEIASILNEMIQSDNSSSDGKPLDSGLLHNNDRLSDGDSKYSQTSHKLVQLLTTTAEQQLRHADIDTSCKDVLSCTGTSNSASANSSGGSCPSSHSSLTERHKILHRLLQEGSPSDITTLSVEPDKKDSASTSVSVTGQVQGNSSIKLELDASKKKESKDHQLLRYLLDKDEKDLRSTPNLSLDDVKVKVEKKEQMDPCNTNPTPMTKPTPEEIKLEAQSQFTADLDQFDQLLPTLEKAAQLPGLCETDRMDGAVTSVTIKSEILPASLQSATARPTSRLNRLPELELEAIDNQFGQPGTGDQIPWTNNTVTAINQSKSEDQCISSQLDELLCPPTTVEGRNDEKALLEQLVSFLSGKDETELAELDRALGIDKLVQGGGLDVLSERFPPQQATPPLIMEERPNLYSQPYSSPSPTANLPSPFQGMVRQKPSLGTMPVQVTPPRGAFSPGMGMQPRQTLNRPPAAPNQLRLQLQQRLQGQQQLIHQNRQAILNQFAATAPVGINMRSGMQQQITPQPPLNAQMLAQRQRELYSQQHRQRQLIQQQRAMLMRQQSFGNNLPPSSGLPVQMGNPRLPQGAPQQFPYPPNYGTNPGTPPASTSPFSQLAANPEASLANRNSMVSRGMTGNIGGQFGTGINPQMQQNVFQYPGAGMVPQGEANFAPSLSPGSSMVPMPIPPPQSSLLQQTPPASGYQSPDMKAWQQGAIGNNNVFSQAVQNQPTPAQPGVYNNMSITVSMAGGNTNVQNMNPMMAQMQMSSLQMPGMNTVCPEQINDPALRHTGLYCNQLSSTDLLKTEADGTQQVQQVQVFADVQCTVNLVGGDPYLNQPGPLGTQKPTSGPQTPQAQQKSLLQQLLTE
SRC2 inh: inhibition of GAL4-SRC2 driven luciferase reporter, primary screen, SRC2 inhibitor project, cell-based, luminescence. Nuclear receptor coactivator 2 (Homo sapiens), Q15596. HEK293 GAL4-SRC2 luciferase reporter. inhibition, % at 9 µM. actives 0.17% (n = 370,000);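 active means inhibition above the mean inhibition of all tested compounds plus 3 SD, set per campaign, cut at about 52% in these data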;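 further: 0% = DMSO treated cells and 100% = cells given Gossypol at 36 µM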
KKLEB tox: cytotoxicity in KKLEB CF airway cells, primary screen, cytotoxicity control for CF NF-kB inhibitor project, cell-based, uHTS, fluorescence assay plates; KKLEB CF airway cells viability, ATPlite luminescence, overnight; hits give low values; cells stimulated with P. aeruginosa culture filtrate; activity change (cytotoxicity), % at 5 µM; actives 0.36% (n = 360,000); AID 602141, 2011;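 active means corrected activity change at or below -50% at 5 µM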
TROY NFkB inh: inhibitors of TROY-driven NF-kB signaling, primary screen, Q293 LMP1-TROYcd cells, NF-kB luciferase, uHTS. Q293 LMP1-TROYcd NF-kB luciferase reporter, 4 h. inhibition, % at 10 µM. actives 0.98% (n = 360,000). AID 1347056, 2019;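 active means compounds whose plate-normalised and pattern-corrected inhibition of the luciferase reporter signal at the single screening dose is 50% or more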
Starred values were filed as active, the others as inactive. Not a hit list; about 4.2% have a hit in one of these screens.

COc1ccc(C(=O)Nc2ccc(NC(=O)c3cccs3)cc2)cc1Cl was read as NR5A2 inv ag -20, TWEAK Fn14 block -16, TRAIL sens C8 4, NCOA3 inh -4, CF NFkB inh -15, EBV LMP1 NFkB -5, NR2F2 inh -16, SRC1 inh -1, SRC2 inh -25, KKLEB tox 10 and TROY NFkB inh -6.
For CC1CCN(S(=O)(=O)c2csc(C(=O)Nc3ccccc3)c2)CC1 the results were NR5A2 inv ag 15, TWEAK Fn14 block 34, TRAIL sens C8 6, NCOA3 inh 11, CF NFkB inh 6, EBV LMP1 NFkB 6, NR2F2 inh 25, SRC1 inh -1, SRC2 inh 9, KKLEB tox 4 and TROY NFkB inh 16.
For COc1ccc(N(Cc2cc3ccccc3[nH]c2=O)S(=O)(=O)c2ccc(C)cc2)cc1 the results were NR5A2 inv ag -4, TWEAK Fn14 block -28, TRAIL sens C8 10, NCOA3 inh -20, CF NFkB inh 8, EBV LMP1 NFkB -2, NR2F2 inh 12, SRC1 inh 2, SRC2 inh -41, KKLEB tox -6 and TROY NFkB inh -9.
O=c1[nH]c2cc3c(cc2cc1CN(CCCO)C(=S)NCc1ccco1)OCO3 was read as NR5A2 inv ag 6, TWEAK Fn14 block 4, TRAIL sens C8 -3, NCOA3 inh 25, CF NFkB inh 8, EBV LMP1 NFkB -3, NR2F2 inh -1, SRC1 inh -17, SRC2 inh -4, KKLEB tox 11 and TROY NFkB inh 18.
C=CCNC(=O)CCCC(=O)NCC=C was read as NR5A2 inv ag -2, TWEAK Fn14 block -14, TRAIL sens C8 1, NCOA3 inh -31, CF NFkB inh -9, EBV LMP1 NFkB 3, NR2F2 inh 10, SRC1 inh -14, SRC2 inh -1, KKLEB tox 4 and TROY NFkB inh -1.
For O=C(N/N=C/c1cc(Br)c(Br)s1)c1ccncc1 the results were NR5A2 inv ag 23, TWEAK Fn14 block 42, TRAIL sens C8 7, NCOA3 inh 43, CF NFkB inh -4, EBV LMP1 NFkB 33, NR2F2 inh -9, SRC1 inh 14, SRC2 inh -8, KKLEB tox -3 and TROY NFkB inh -36.
CCC(=O)Nc1nc2ccc(NC(C)=O)cc2s1 was read as NR5A2 inv ag -30, TWEAK Fn14 block -10, TRAIL sens C8 10, NCOA3 inh -38, CF NFkB inh 5, EBV LMP1 NFkB -20, NR2F2 inh -28, SRC1 inh -42, SRC2 inh -26, KKLEB tox 2 and TROY NFkB inh -33.
COC(=O)CSc1nnc(-c2ccc(OC)cc2OC)o1 was read as NR5A2 inv ag -2, TWEAK Fn14 block 20, TRAIL sens C8 -32, NCOA3 inh 5, CF NFkB inh -4, EBV LMP1 NFkB 0, NR2F2 inh 3, SRC1 inh -16, SRC2 inh -2, KKLEB tox 6 and TROY NFkB inh -9.
CCOC(=O)Nc1ccc2c(c1)N(C(=O)N1CCN(C)CC1)c1ccccc1S2 was read as NR5A2 inv ag 11, TWEAK Fn14 block -11, TRAIL sens C8 -10, NCOA3 inh 2, CF NFkB inh -18, EBV LMP1 NFkB -4, NR2F2 inh 14, SRC1 inh -2, SRC2 inh -38, KKLEB tox -11 and TROY NFkB inh 6.
OC(c1ccc(Cl)c(Cl)c1)c1ncc(-c2ccccc2F)[nH]1 (stereo unspecified) was read as NR5A2 inv ag -1, TWEAK Fn14 block -7, TRAIL sens C8 8, NCOA3 inh 6, CF NFkB inh -7, NR2F2 inh -5, SRC1 inh -1, SRC2 inh -12, KKLEB tox 1 and TROY NFkB inh -7.
`O=C(Cc1ccc(-c2ccccc2)cc1)NC1CCCC1` gave NR5A2 inv ag 5, TWEAK Fn14 block 1, TRAIL sens C8 4, NCOA3 inh -3, CF NFkB inh -13, EBV LMP1 NFkB -12, NR2F2 inh 3, SRC1 inh -15, SRC2 inh -1, KKLEB tox -10 and TROY NFkB inh -14.
For O=C(O)CN1CCN(Cc2cccc(Cl)c2)C1=O the results were NR5A2 inv ag 13, TWEAK Fn14 block 13, TRAIL sens C8 -4, NCOA3 inh -7, CF NFkB inh 16, EBV LMP1 NFkB 3, NR2F2 inh 6, SRC1 inh -9, SRC2 inh -6, KKLEB tox -4 and TROY NFkB inh 2.

Random excerpt: four compounds from above, in no set order.
For O=C(O)CN1CCN(Cc2cccc(Cl)c2)C1=O the results were NR5A2 inv ag 13, TWEAK Fn14 block 13, TRAIL sens C8 -4, NCOA3 inh -7, CF NFkB inh 16, EBV LMP1 NFkB 3, NR2F2 inh 6, SRC1 inh -9, SRC2 inh -6, KKLEB tox -4 and TROY NFkB inh 2.
For CC1CCN(S(=O)(=O)c2csc(C(=O)Nc3ccccc3)c2)CC1 the results were NR5A2 inv ag 15, TWEAK Fn14 block 34, TRAIL sens C8 6, NCOA3 inh 11, CF NFkB inh 6, EBV LMP1 NFkB 6, NR2F2 inh 25, SRC1 inh -1, SRC2 inh 9, KKLEB tox 4 and TROY NFkB inh 16.
COC(=O)CSc1nnc(-c2ccc(OC)cc2OC)o1 was read as NR5A2 inv ag -2, TWEAK Fn14 block 20, TRAIL sens C8 -32, NCOA3 inh 5, CF NFkB inh -4, EBV LMP1 NFkB 0, NR2F2 inh 3, SRC1 inh -16, SRC2 inh -2, KKLEB tox 6 and TROY NFkB inh -9.
CCC(=O)Nc1nc2ccc(NC(C)=O)cc2s1 was read as NR5A2 inv ag -30, TWEAK Fn14 block -10, TRAIL sens C8 10, NCOA3 inh -38, CF NFkB inh 5, EBV LMP1 NFkB -20, NR2F2 inh -28, SRC1 inh -42, SRC2 inh -26, KKLEB tox 2 and TROY NFkB inh -33.

(further entries)
`COC(=O)C1C=CC(OC2OC(COC(C)=O)C(OC(C)=O)C(OC(C)=O)C2OC(C)=O)n2c(=O)n(-c3ccccc3)c(=O)n21` (stereo unspecified) gave NR5A2 inv ag -8, TWEAK Fn14 block 55*, TRAIL sens C8 35, NCOA3 inh -20, CF NFkB inh 80*, EBV LMP1 NFkB -4, NR2F2 inh -6, SRC1 inh -22, SRC2 inh 16, KKLEB tox -7 and TROY NFkB inh -8.
Cc1ccc(NC(=O)C(=O)NN)cc1 was read as NR5A2 inv ag -19, TWEAK Fn14 block -20, TRAIL sens C8 5, NCOA3 inh 7, CF NFkB inh 8, EBV LMP1 NFkB -5, NR2F2 inh -5, SRC1 inh 13, SRC2 inh 7, KKLEB tox 2 and TROY NFkB inh -13.
COc1ccc(N(CC(=O)N2CCOCC2)S(C)(=O)=O)c(OC)c1 was read as NR5A2 inv ag 8, TWEAK Fn14 block 3, TRAIL sens C8 1, NCOA3 inh -4, CF NFkB inh -5, EBV LMP1 NFkB -6, NR2F2 inh 21, SRC1 inh -5, SRC2 inh 8, KKLEB tox 2 and TROY NFkB inh -3.
N#CCCN(C(=O)COC(=O)CNC(=O)c1cccs1)c1ccc(F)cc1 was read as NR5A2 inv ag -7, TWEAK Fn14 block 13, TRAIL sens C8 4, NCOA3 inh 8, CF NFkB inh -16, EBV LMP1 NFkB -1, NR2F2 inh 11, SRC1 inh -9, SRC2 inh 16, KKLEB tox 13 and TROY NFkB inh -6.
For CC(C)(CNC(=O)c1ccc(S(=O)(=O)Nc2cccc(C(F)(F)F)c2)cc1)N1CCOCC1 the results were NR5A2 inv ag 12, TWEAK Fn14 block -1, TRAIL sens C8 4, NCOA3 inh 6, CF NFkB inh -5, EBV LMP1 NFkB -5, NR2F2 inh 19, SRC1 inh 1, SRC2 inh -6, KKLEB tox 11 and TROY NFkB inh 6.
For Cn1c(SCC(=O)NC2CCCCC2)nc2c(c1=O)SCC2 the results were NR5A2 inv ag -26, TWEAK Fn14 block -18, TRAIL sens C8 -11, NCOA3 inh -25, CF NFkB inh -15, EBV LMP1 NFkB 5, NR2F2 inh -2, SRC1 inh 3, SRC2 inh 0, KKLEB tox 14 and TROY NFkB inh 2.
Screening Cc1sc(-n2c(C)cc(/C=N/n3cnnc3)c2C)c(C#N)c1C returned NR5A2 inv ag -3, TWEAK Fn14 block -4, TRAIL sens C8 7, NCOA3 inh 11, CF NFkB inh -5, EBV LMP1 NFkB 10, SRC1 inh -13, KKLEB tox -10 and TROY NFkB inh 10.
COc1cccc(N2CCN(C(=O)CN(c3ccc(C)cc3)S(=O)(=O)c3c(C)n[nH]c3C)CC2)c1 was read as NR5A2 inv ag -13, TWEAK Fn14 block 15, TRAIL sens C8 19, NCOA3 inh -4, CF NFkB inh -1, EBV LMP1 NFkB 8, NR2F2 inh 16, SRC1 inh 9, SRC2 inh 1, KKLEB tox -3 and TROY NFkB inh 8.
O=C(CSc1nnnn1Cc1ccccc1)NCC(=O)c1ccccc1 was read as NR5A2 inv ag -5, TWEAK Fn14 block -3, TRAIL sens C8 12, NCOA3 inh 5, CF NFkB inh -14, EBV LMP1 NFkB -8, NR2F2 inh 5, SRC1 inh 14, SRC2 inh -2, KKLEB tox 1 and TROY NFkB inh -2.
`CCc1nnc(NC(=O)CSc2nc(-c3ccccc3)nc3ccccc23)s1` gave NR5A2 inv ag 12, TWEAK Fn14 block -22, TRAIL sens C8 26, NCOA3 inh 15, CF NFkB inh 1, EBV LMP1 NFkB -4, NR2F2 inh -12, SRC1 inh 11, SRC2 inh -25, KKLEB tox -20 and TROY NFkB inh 7.
COc1ccccc1N1CCN(C(=O)c2ccc(Cl)c(S(=O)(=O)N3CCCC3)c2)CC1 was read as NR5A2 inv ag -1, TWEAK Fn14 block 5, TRAIL sens C8 7, NCOA3 inh 12, CF NFkB inh 6, EBV LMP1 NFkB 12, NR2F2 inh 18, SRC1 inh -2, SRC2 inh 10, KKLEB tox 4 and TROY NFkB inh 20.
`O=C(Nc1ccc(Cl)cc1)c1cc(S(=O)(=O)N2CCCCC2)ccc1N1CCOCC1` gave NR5A2 inv ag -13, TWEAK Fn14 block 2, TRAIL sens C8 7, NCOA3 inh -4, CF NFkB inh -5, EBV LMP1 NFkB -12, NR2F2 inh 10, SRC1 inh -3, SRC2 inh -13, KKLEB tox 5 and TROY NFkB inh 2.
Screening CCCN1CCC(NC(=O)C2CCN(C(C)=O)CC2)CC1 returned NR5A2 inv ag -2, TWEAK Fn14 block 19, TRAIL sens C8 6, NCOA3 inh -19, CF NFkB inh -17, EBV LMP1 NFkB 9, NR2F2 inh -4, SRC1 inh -5, SRC2 inh -39, KKLEB tox 6 and TROY NFkB inh 11.

Screens: PubChem, several laboratories
